GoLoco inh red: qHTS Assay for Inhibitors of RGS12 GoLoco Motif Activity (Red Fluorophore). Guanine nucleotide-binding protein G(i) subunit alpha-1 (Homo sapiens), P63096. Gai1:RGS12 GoLoco peptide FP, rhodamine, 10 min. Potency, µM (titrated, usually from 61.6 µM), inactives show top-dose activity, negative = inhibition, actives largely listed as inhibitors. actives 0.44% (n = 230,000); active = well fitted inhibition curve with a large enough effect, not every such curve was filed as active; inactive = no such curve, though single readings can be large or run the other way; also: % is scaled to controls: 0 for no effect and ±100 for the full control effect; nearly all actives have a fitted effect of over 30% in size; many of its hits are not listed in these tables
Target sequence (P63096 whole entry, looked up): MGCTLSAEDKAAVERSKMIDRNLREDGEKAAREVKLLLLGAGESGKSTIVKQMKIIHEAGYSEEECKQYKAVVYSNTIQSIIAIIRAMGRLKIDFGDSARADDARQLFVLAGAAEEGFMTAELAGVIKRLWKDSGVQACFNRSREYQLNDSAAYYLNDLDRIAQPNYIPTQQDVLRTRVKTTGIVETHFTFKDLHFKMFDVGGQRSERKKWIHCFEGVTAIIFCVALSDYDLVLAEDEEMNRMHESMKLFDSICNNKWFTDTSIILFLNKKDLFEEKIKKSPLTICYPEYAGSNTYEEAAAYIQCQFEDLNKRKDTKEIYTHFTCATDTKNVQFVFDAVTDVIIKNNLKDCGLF
IMPase Li cell: qHTS Assay for Identifying the Cell-Membrane Permeable IMPase Inhibitors: Potentiation with Lithium; actives 0.35% (n = 210,000); Potency, µM (series often up to 59.4 µM), without a hit: at the top dose activity, negative = IMPase inhibition, actives largely listed as inhibitors; AID 1457, 2008; CHO-M1 cells, IP1 TR-FRET (IP-One), carbachol + lithium;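 also: IP1 builds up when IMPase is blocked and the TR-FRET signal falls; plate controls were basal vehicle for no effect and high inhibitor control for full effect; nearly all actives have a fitted effect of over 50% in size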
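CHO cells stably expressing M1 receptor (2000/well) were cultured 16–30 h, then exposed to compounds with a small lithium addition for 30 min at 37C. IP1 was measured by TR-FRET competition; AC50 from Hill fits.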
SMN2 splice enh: qHTS Assay for Enhancers of SMN2 Splice Variant Expression. HEK293 SMN2-luciferase splicing reporter, luminescence, 30-36 h. AID 1458, 2008. Potency, µM (top dose mostly 46.1 µM), inactives show at the top dose activity change, positive = activation, hits mostly activators. actives 2.8% (n = 210,000); also: % of control where 0% means no effect; nearly all actives have a fitted effect of over 55% in size
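HEK293 cells carry an SMN2 […]–luciferase reporter in which exon 7 inclusion puts luciferase in frame. Cells were plated 10-12 h before compound addition, then incubated 30-36 h at 37C. ONE-Glo luminescence was read; sodium butyrate at 4.5 mM final served as control.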
Luc counter: Counterscreen for Luciferase (Kinase-Glo TM) Inhibition. Luciferin 4-monooxygenase (Photuris pensylvanica), Q27757. Kinase-Glo luciferase, ATP luminescence, 8 min. Potency, µM (series often up to 38.3 µM), for the others: at the top dose activity change, negative = inhibition, actives largely listed as inhibitors. actives 0.28% (n = 200,000). AID 1379, 2008; also: % is scaled to controls: 0 for no effect and ±100 for the full control effect; nearly all actives have a fitted effect of over 60% in size
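Light output from Kinase-Glo luciferase with luciferin and 10 uM ATP in 50 mM imidazole pH 7.2, KCl, MgCl2, Tween 20, BSA; compound pin-delivered, 8-min ambient incubation, then luminescence read.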
KDM4E inh: qHTS Assay for Inhibitors of Human Jumonji Domain Containing 2E (JMJD2E); actives 1.6% (n = 230,000); Potency, µM (highest dose often 57.1 µM), for inactives: top-dose activity change, negative = inhibition, usual class: inhibitors; JMJD2E catalytic domain, FDH-coupled NADH fluorescence (FDH is formaldehyde dehydrogenase); Lysine-specific demethylase 4E (Homo sapiens), B2RXH2; active = well fitted inhibition curve with a large enough effect, not every such curve was filed as active; inconclusive = small, poorly fitted or top-dose-only effect, or another doubt; inactive = no such curve, though single readings can be large or run the other way;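 also: 0% = wells with enzyme and -100% = buffer wells without enzyme; nearly all actives have a fitted effect of over 50% in size; many of its hits are not listed in these tables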
Target sequence (B2RXH2 1-337 limits assumed): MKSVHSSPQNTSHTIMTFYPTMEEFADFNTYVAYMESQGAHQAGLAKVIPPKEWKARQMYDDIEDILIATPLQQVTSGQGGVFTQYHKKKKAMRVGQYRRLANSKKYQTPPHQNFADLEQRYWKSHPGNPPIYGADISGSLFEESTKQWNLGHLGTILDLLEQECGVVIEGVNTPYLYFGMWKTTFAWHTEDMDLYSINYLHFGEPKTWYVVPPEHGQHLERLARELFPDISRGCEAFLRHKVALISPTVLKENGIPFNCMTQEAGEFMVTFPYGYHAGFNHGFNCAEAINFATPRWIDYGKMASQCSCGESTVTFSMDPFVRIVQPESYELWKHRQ
NPSR antag: qHTS Assay for Antagonists of the Neuropeptide S Receptor: cAMP Signal Transduction; Q6W5P4; CHO-NPSR cells, cAMP TR-FRET, antagonist mode; Potency, µM (titrated, usually from 38.3 µM), without a hit: at the top dose activity change, negative = inhibition, usual class: inhibitors; actives 1% (n = 220,000); AID 1461, 2008; also: % is scaled to controls: 0 for no effect and ±100 for the full control effect; nearly all actives have a fitted effect of over 50% in size; many of its hits are not listed in these tables
Target sequence (Q6W5P4 whole entry, looked up): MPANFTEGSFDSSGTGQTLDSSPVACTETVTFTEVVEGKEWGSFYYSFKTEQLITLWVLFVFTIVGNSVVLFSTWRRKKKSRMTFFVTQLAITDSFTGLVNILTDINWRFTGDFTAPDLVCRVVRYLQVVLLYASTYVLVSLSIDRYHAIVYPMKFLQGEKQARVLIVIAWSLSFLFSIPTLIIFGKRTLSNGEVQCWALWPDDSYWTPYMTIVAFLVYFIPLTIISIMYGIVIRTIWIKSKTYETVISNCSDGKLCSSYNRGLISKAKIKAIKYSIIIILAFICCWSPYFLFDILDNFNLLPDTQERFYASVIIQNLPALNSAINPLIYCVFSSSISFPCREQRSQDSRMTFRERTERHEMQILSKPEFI
RECQ1 helicase: qHTS Assay for Inhibitors of RecQ-Like Dna Helicase 1 (RECQ1); ATP-dependent DNA helicase Q1 (Homo sapiens), P46063; RECQ1 DNA unwinding, red fluorescence kinetic read; Potency, µM (highest dose often 57.3 µM), for the others: at the top dose activity, negative = inhibition, most hits filed as inhibitors; actives 0.54% (n = 240,000); AID 2549, 2010;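 also: plate controls were vehicle for no effect and no enzyme for full effect; nearly all actives have a fitted effect of over 30% in size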
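50 nM RECQ1T1 preincubated 15 min with compound in Tris pH 8.0 buffer with MgCl2, DTT, Tween-20 and 2.5 ug/ml poly(dI-dC); started with 200 nM TAMRA/BHQ-2 forked duplex and 2 mM ATP. Unwinding read as fluorescence (525/598 nm), two reads 2 h apart.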
Epigenetic derep: Quantitative High-Throughput Screen for Regulators of Epigenetic Control; murine LDR cells, GFP reporter derepression, 30 h; Potency, µM (doses to about 53.9 µM), inactives show at the top dose GFP activation, hits mostly activators; actives 0.2% (n = 280,000); AID 1865, 2009; also: % of control where 0% means no effect; nearly all actives have a fitted effect of over 60% in size
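Murine LDR cells bearing a silenced CMV-driven GFP reporter were exposed to compound for 30 h at 37 C. After PBS washes, GFP-positive cells (20-120 um objects) counted by laser-scanning microplate cytometry.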
An asterisk follows results filed as active; i = inactive; ? = inconclusive; · = no result given; [ ] = another dose, or the depositor's remark. Unless noted, calls follow the shape of the dose curve; as a rule, active = well fitted curve in the direction sought with a large enough effect; inconclusive = small, poorly fitted or top-dose-only effect, or another doubt; inactive = no such curve, though single readings can be large; an effect the other way counts as inactive or inconclusive. Potency is read from the fitted curve at half-maximal effect. Only part of the results is shown (hit frequency here may not be typical).

SMILES	GoLoco inh red	IMPase Li cell	SMN2 splice enh	Luc counter	KDM4E inh	NPSR antag	RECQ1 helicase	Epigenetic derep
Cc1cccc(OCC(=O)Nc2ccc3c4c(cccc24)CC3)c1C	6%	-2%	1%	-2%	-28%	-10%	-6%	0.0%
NS(=O)(=O)c1ccc(CCNC(=O)CSCc2ccccc2)cc1	4%	·	·	·	8%	-3%	-2%	-1.9%
Cn1c(SCC(=O)Nc2ccc3nc(SCC(=O)NC4CC4)sc3c2)nnc1-c1ccccc1	4%	6%	-21%	2%	-1%	-10%	-13%	3.0%
Cc1ccccc1NC(=O)CCC(=O)OCCCC(F)(F)C(F)(F)F	-10%	7%[38.3 µM]	5%	-3%	-3%	1%[46.1 µM]	-17%	0.8%
CCOC(=O)c1c(NC(=O)C2CCCN(S(=O)(=O)c3ccc(C)cc3)C2)sc2c1CCCC2 (stereo not given)	7%	-3%	-47%[inhibitor]	-3%	?	-19%	-7%	2.1%
O=C1COc2ccc(C(=O)COC(=O)COc3ccccc3[N+](=O)[O-])cc2N1	18%	·	·	·	-14%	-12%	2%	-1.3%
CC1(C)CC(=O)C(C=NCCN2CCNC2=O)=C(O)C1	7%	-2%	-6%	-4%	4%	11%	-9%	0.9%
COc1c(NC(C)=O)c2ccccc2c2ccccc12	2%[14.2 µM]	-4%	-16%[9.22 µM]	-3%[7.66 µM]	?	0%	-4%	1.1%
C=CCn1c(N)cc(=O)nc1SCC(=O)Nc1ccccc1C(N)=O	13%	-7%	6%	6%	-1%	3%	i	-1.6%
CC(C)(C)NC(=O)/C=N/O	5%	5%	-10%	-1%	2%	-4%[46.1 µM]	-2%	1.0%

Compound profiles, as listed above. Order of screens: GoLoco inh red | IMPase Li cell | SMN2 splice enh | Luc counter | KDM4E inh | NPSR antag | RECQ1 helicase | Epigenetic derep
`CC1(C)CC(=O)C(C=NCCN2CCNC2=O)=C(O)C1` across the screens: 7% | -2% | -6% | -4% | 4% | 11% | -9% | 0.9%
`Cc1cccc(OCC(=O)Nc2ccc3c4c(cccc24)CC3)c1C` across the screens: 6% | -2% | 1% | -2% | -28% | -10% | -6% | 0.0%

The results go on.
SMILES	GoLoco inh red	IMPase Li cell	SMN2 splice enh	Luc counter	KDM4E inh	NPSR antag	RECQ1 helicase	Epigenetic derep
CC(=O)Nc1sc(N/N=C/c2ccccc2)nc1-c1ccc(C)cc1	3%	·	·	·	-3%	-10%	-11%	-0.4%
COc1cccc(NC(=O)CSc2nc(N)cc(N)n2)c1	4%	18%[38.3 µM]	0%	5%	4%	-15%[46.1 µM]	0%	0.0%
CC(C)CN(CC(C)C)S(=O)(=O)N1CCC(C(=O)NCc2ccccn2)CC1	3%	8%[38.3 µM]	-16%	-1%	9%	-5%[46.1 µM]	-1%	3.4%
O=C(NNC1=NCCCCC1)Nc1cccc(Cl)c1	3%	8%	22µM*	0%	3%	5%	-2%	-0.3%
Cc1ccc(NC(=S)N(CCN2CCOCC2)Cc2ccccc2F)cc1	12%	11%	-11%	-1%	3%	-18%	i	-1.3%
O=C1c2ccc3c4c(ccc(c24)C(=O)N1c1cccc(O)c1)C(=O)N(c1cccc(O)c1)C3=O	-2%	·	·	·	5%	10%	5%	1.1%
COc1ccc(/C=C2\CCc3ccccc3C2=O)c(OC)c1OC	4%	17%	-60%[inhibitor]	1%	-11%	-22%	-9%	-1.9%
OC(c1ccc(Cl)cc1Cl)C(Cc1cccnc1)n1cncn1 (stereo not given)	2%	6%[38.3 µM]	4%	-2%	4%	3%[7.67 µM]	-11%	0.3%
O=C(Nc1cccnc1Cl)c1ccc(Cl)c([N+](=O)[O-])c1	0%	-2%	9%	-1%	-8%	8%	-15%	0.4%
CCOC(=O)c1ccc(COC(=O)CCc2nc(-c3ccccc3)c(-c3ccccc3)o2)cc1	2%	44%[activator][38.3 µM]	2%	0%	?	-6%[46.1 µM]	-10%	1.0%
CN(C)C(CNC(=O)c1oc2ccccc2c1CSc1ncn[nH]1)c1ccco1 (stereo not given)	11%	17%	·	·	-2%	-18%	i	1.1%
COC(=O)C12CCC(C)(c3nc4ccccc4nc31)C2(C)C (stereo not given)	5%	2%	-28%	5%	4%	12%	10%	-1.9%[10.1 µM]
O=C(COc1ccccc1)Nc1ccc(S(=O)(=O)N2CCCC2)cc1	-9%	8%[38.3 µM]	-3%	-1%	6%	3%[46.1 µM]	-6%	1.7%
CCCc1nc2oc3c(NCC4CCCO4)ncnc3c2c2c1COC(C)(C)C2 (stereo not given)	5%	10%[38.3 µM]	-13%	-5%	?	-6%[46.1 µM]	-8%	-1.9%
N=c1n(CCN2CCCCC2)c2ccccc2n1CC(O)c1ccc(Cl)c(Cl)c1 (stereo not given)	-3%	45%[activator][38.3 µM]	0%	-5%	-2%	?	i	-1.2%
O=C(CN1C(=O)C2CC=CCC2C1=O)Nc1ccc(-c2nnc3n2CCCCC3)cc1 (stereo not given)	-2%	-21%[38.3 µM]	-16%	-1%	-2%	-14%[46.1 µM]	-18%	1.3%
CCOCC(=O)Nc1cc(Cl)ccc1C	8%	5%	·	0%	-1%	-10%	-14%	0.2%
CC(C)(C)C(=O)Nc1ccc(Oc2ccc3c(c2)C(=O)N(c2ccc(O)cc2)C3=O)cc1	-1%	22%[38.3 µM]	-14%	-2%	0%	-15%[46.1 µM]	-17%	-3.1%
CC1CCC(NC(=O)C2c3ccccc3C(=O)N2CCCN2CCOCC2)CC1 (stereo not given)	2%	3%[38.3 µM]	-15%	3%	2%	1%[46.1 µM]	i	0.5%
O=C(c1ccco1)N1CCN(S(=O)(=O)c2ccc(Cl)s2)CC1	9%	5%[38.3 µM]	-26%	2%	1%	0%[46.1 µM]	-13%	-1.1%

Grouped by structure, the entries above containing a Cl atom (6)
SMILES	GoLoco inh red	IMPase Li cell	SMN2 splice enh	Luc counter	KDM4E inh	NPSR antag	RECQ1 helicase	Epigenetic derep
O=C(NNC1=NCCCCC1)Nc1cccc(Cl)c1	3%	8%	22µM*	0%	3%	5%	-2%	-0.3%
OC(c1ccc(Cl)cc1Cl)C(Cc1cccnc1)n1cncn1 (stereo not given)	2%	6%[38.3 µM]	4%	-2%	4%	3%[7.67 µM]	-11%	0.3%
O=C(Nc1cccnc1Cl)c1ccc(Cl)c([N+](=O)[O-])c1	0%	-2%	9%	-1%	-8%	8%	-15%	0.4%
N=c1n(CCN2CCCCC2)c2ccccc2n1CC(O)c1ccc(Cl)c(Cl)c1 (stereo not given)	-3%	45%[activator][38.3 µM]	0%	-5%	-2%	?	i	-1.2%
CCOCC(=O)Nc1cc(Cl)ccc1C	8%	5%	·	0%	-1%	-10%	-14%	0.2%
O=C(c1ccco1)N1CCN(S(=O)(=O)c2ccc(Cl)s2)CC1	9%	5%[38.3 µM]	-26%	2%	1%	0%[46.1 µM]	-13%	-1.1%

Continued.
SMILES	GoLoco inh red	IMPase Li cell	SMN2 splice enh	Luc counter	KDM4E inh	NPSR antag	RECQ1 helicase	Epigenetic derep
O=C(/C=C/c1cn(CC(O)CN2CCOCC2)c2ccccc12)c1cccs1 (stereo not given)	5%	·	·	·	0%	12%	-1%	1.0%
COCCCn1c(C)cc(C(=O)COC(=O)CCc2nc3ccccc3c(=O)[nH]2)c1C	2%	·	·	·	-2%	13%	-9%	-0.3%
COc1cc(C(=O)Nc2cc(C)ccn2)cc(OC)c1OC	5%	-3%[38.3 µM]	23%	-7%	4%	3%[46.1 µM]	i	-6.3%
COc1ccc(/C=C2/SC(=O)N(CC(=O)NCCC(C)C)C2=O)cc1OC	10%	-1%	-6%	2%	?	-5%	i	-1.5%
O=C(CSc1ncccn1)NCc1ccccc1	0%	32%[38.3 µM]	24%	3%	-4%	4%[46.1 µM]	-3%	3.5%
CC1(C)CC(=O)C2=C(C1)Oc1ncn(CCCn3ccnc3)c(=N)c1C2c1ccccc1 (stereo not given)	-7%	15%[38.3 µM]	-14%	-1%	0%	0%[46.1 µM]	i	0.0%
O=c1c(-c2ccc(Cl)cc2)nc2cnc(N3CCOCC3)nc2n1C1CC1	-2%	-7%	14%	0%	·	·	-4%	·
Cc1nn(-c2ccccc2)c2c1C(c1cccnc1)N1C=C(S(=O)(=O)N3CCCCC3)C=CC1=N2 (stereo not given)	2%	0%[38.3 µM]	-10%	0%	-2%	?	i	-0.9%
O=C(NC(C(=O)c1ccccc1)n1ccc(=O)[nH]c1=O)c1ccccc1 (stereo not given)	-5%	27%[38.3 µM]	?	5%	6%	-13%[46.1 µM]	i	-1.1%
Cc1cc(C)c(NN=c2c(=O)c3ccccc3c2=O)c(C)c1	1%	-3%[38.3 µM]	13µM*	-4%	4%	-8%[46.1 µM]	i	-2.5%
COc1ccc(C2C(C(=O)c3cccs3)=C(O)C(=O)N2c2cccc(C)n2)cc1OC (stereo not given)	0%	·	·	·	8%	0%	-4%	2.0%
Cc1ccc(Sc2ncccc2COC(=O)NC(C)C)cc1	1%	11%	?	0%	-1%	-14%	-11%	-0.1%
Cc1n[nH]c(C)c1C(=O)CC1(O)C(=O)N(Cc2ccccc2)c2ccc(Br)cc21 (stereo not given)	6%	25%[38.3 µM]	-4%	-2%	-2%	-25%[46.1 µM]	-8%	-2.4%
NC(=O)c1oc2ccc(Cl)cc2c1N	-15%	-17%[38.3 µM]	4%	0%	?	11%[46.1 µM]	i	3.3%
CC1OC2C(OC1C)N(S(C)(=O)=O)CCN2S(C)(=O)=O (stereo not given)	-2%	-3%[38.3 µM]	8%	1%	5%	-1%[46.1 µM]	-2%	-4.1%
